# AddAB inh = less growth of phage-infected E. coli with AddAB; E. coli expressing H. pylori AddAB, absorbance growth; inhibition, % at 11.9 µM; actives 0.29% (n = 330,000); AID 435030; in the data active = inhibition above about 12%;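 note: 0% = vehicle wells of infected cells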
# DAGLB inhibitor = diacylglycerol lipase beta (human) inhibition; Q8NCG7; HEK293T DAGLB membrane lysate, EnzChek fluorogenic substrate; inhibition, % at 5.17 µM; actives 0.059% (n = 340,000); in the data active = inhibition above about 34%;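 note: 0% = enzyme with vehicle and 100% = wells lacking enzyme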
# E coli growth = bacterial growth inhibition, counter-screen for AddAB inhibitors; inhibition, % at 11.9 µM; actives 0.27% (n = 330,000); E. coli V3065 growth, OD600 absorbance, 18 h;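 active = inhibition above the campaign's mean inhibition across all tested compounds plus 3 SD, cut at about 9.9% in these data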;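 note: uninfected addAB+ strain grown without phage in ampicillin broth; 0% = DMSO wells and 100% = ciprofloxacin 0.95 µg/ml wells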
# Mot1-301 SUMO = SUMOylation pathway inhibition by Mot1-301 growth rescue. S. cerevisiae Mot1-301 growth rescue, ATP luminescence, 38.5C; percent above DMSO median, 100 means doubled. growth rescue, % at 18.8 µM. actives 1% (n = 320,000). AID 2716;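 active = every valid replicate shows activation above 250% relative to neutral control wells; inactive = the rest, any valid replicate at or below 250%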;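 note: OY570 slx delta 5 strain wells were the positive control but not used for scaling; some compounds called inactive have numbers as strong as hits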
# CDK5 p35 inh = CDK5/p35 (human) kinase inhibition; actives 0.01% (n = 330,000); Q00535+Q15078; inhibition, % at 10 µM; AID 488839; Recombinant CDK5/p35, ADP-Glo luminescence, 60 min;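 active = highest replicate inhibition of at least 50% and at least 75% of replicates reaching 50%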;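 note: plate controls were DMSO neutral control for no effect and GW8510 at 10 µM for full effect; many of its hits are not listed in these tables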
# Target sequence (Q00535 whole entry, looked up): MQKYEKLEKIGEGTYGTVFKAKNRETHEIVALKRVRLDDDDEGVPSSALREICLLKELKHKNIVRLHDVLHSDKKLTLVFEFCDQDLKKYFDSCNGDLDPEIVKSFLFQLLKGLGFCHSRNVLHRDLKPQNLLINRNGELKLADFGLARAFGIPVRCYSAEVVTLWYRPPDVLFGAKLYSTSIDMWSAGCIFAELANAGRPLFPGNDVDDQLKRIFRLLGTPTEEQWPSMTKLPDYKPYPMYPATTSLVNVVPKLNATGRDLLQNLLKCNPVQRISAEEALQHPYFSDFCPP
# Target sequence (Q15078 whole entry, looked up): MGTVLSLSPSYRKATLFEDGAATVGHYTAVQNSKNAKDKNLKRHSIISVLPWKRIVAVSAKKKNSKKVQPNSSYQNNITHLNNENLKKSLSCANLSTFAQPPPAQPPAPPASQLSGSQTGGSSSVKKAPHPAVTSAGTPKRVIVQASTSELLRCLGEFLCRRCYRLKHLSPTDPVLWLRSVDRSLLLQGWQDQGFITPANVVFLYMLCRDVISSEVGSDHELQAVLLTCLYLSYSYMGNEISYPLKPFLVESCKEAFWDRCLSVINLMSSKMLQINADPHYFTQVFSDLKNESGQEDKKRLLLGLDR
# phage Ecoli inh = E. coli growth loss with phage present; growth absorbance; inhibition, % at 11.9 µM; actives 0.26% (n = 360,000); AID 651602; in the data active = inhibition above about 11%
# PKA-R1A activ = activators of PKA-R1A complex | activation, % at 11.4 µM | actives 0.083% (n = 340,000) | PKA-R1A dissociation, Cy5-IP20 fluorescence polarization; scaled: DMSO 0%, 113 µM cGMP 100% | AID 504707;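 active = percent activation above the mean of all tested compounds plus 3 SD, cut at about 19% in these data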;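 note: higher means more PKAc released from R1A so a rise in polarization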
# PKA-R2B activ = activates the human PKA-R2B holoenzyme complex; P22694+P31323; PKA-R2B holoenzyme dissociation, Cy5-IP20 fluorescence polarization; R2B truncated from residue 108, S112A mutant; 0% DMSO only, 100% 113 µM cGMP; activation, % at 11.4 µM; actives 0.079% (n = 340,000); AID 504700;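 active = activation above a cutoff set at the mean over all compounds plus 3 SD, cut at about 18% in these data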;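 note: higher means more holoenzyme dissociation and a rise in polarization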
# Tat transport = E. coli Tat transport inhibition; E. coli MC4100 TorA-mCherry Tat export, fluorescence; inhibition, % at 10 µM; actives 0.036% (n = 340,000);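 active = mean replicate inhibition at least 50% and at least half of replicates individually reaching 50%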;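 note: exported cargo escapes ClpAP degradation while cytoplasmic cargo is degraded and loses fluorescence; 0% = median of neutral control wells and 100% = median of NaSCN control wells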
# HTR5A inv ag = HTR5A inverse agonism, opioid heterodimer counter-screen | inhibition, % at 9.3 µM | HTR5A cell line, luminescence | actives 0.083% (n = 340,000) | P47898 | AID 504634; in the data active = inhibition mostly above about 23%, no sharp cut-off; inactive = mostly below about 18%;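 note: 0% = cells with DMSO and 100% = no-cell wells with DMSO; some compounds called inactive have numbers as strong as hits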
# Target sequence (P47898 whole entry, looked up): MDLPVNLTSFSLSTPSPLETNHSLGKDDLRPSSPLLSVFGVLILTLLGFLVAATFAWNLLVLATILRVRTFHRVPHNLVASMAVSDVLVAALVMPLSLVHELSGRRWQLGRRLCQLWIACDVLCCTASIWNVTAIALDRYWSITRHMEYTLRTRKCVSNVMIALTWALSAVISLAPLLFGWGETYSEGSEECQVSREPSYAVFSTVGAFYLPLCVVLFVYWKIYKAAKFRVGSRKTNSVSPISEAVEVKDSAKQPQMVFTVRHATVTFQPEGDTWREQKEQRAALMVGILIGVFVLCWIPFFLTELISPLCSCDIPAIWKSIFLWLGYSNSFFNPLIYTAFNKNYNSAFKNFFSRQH
# HTR5A ag ctr = activates human HTR5A in OPRM1-OPRD1 agonist counter-screen. P47898. HTR5A agonist assay, luminescence, cell-based. activation, % at 9.3 µM. actives 0.61% (n = 340,000). AID 504692; in the data active = activation mostly above about 9.5%, no sharp cut-off; inactive = mostly below about 7.6%;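 note: 0% = cells with vehicle only and 100% = reference agonist; strong numbers were not always called active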
# Starred values were filed as active, the others as inactive; . = no result given.
SMILES,AddAB inh,DAGLB inhibitor,E coli growth,Mot1-301 SUMO,CDK5 p35 inh,phage Ecoli inh,PKA-R1A activ,PKA-R2B activ,Tat transport,HTR5A inv ag,HTR5A ag ctr
CCOc1ccc2oc(C(=O)OCC(=O)NC3CCCCC3)c(C)c2c1,1.4,-7,-1.5,2,-0.2,1.8,1,-12,1,3,3
COC(=O)c1ccccc1NC(=O)CCC(=O)N1CCSc2ccccc21,6.4,-1,1.9,1,0.6,0.8,12,-4,1,5,-2
O=C(CSc1ncc(-c2ccccc2)[nH]1)Nc1cccc(O)c1,1.6,0,1.4,26,0.5,-0.2,1,2,0,17,3
CCOC(=O)c1cc(NC(=O)Nc2ccc(OC)c(OC)c2)c(C)nc1C,1.7,0,-0.3,-15,1.0,2.5,-9,7,-6,5,-2
CC1CC(C)CN(C(=O)C(C)N(C)CC(=O)Nc2ccccc2Cl)C1 (stereo unspecified),0.9,-2,3.0,61,0.0,2.8,3,-7,6,-9,3
O=C(COc1ccc(Cl)cc1)Nc1nnc(S(=O)(=O)N2CCCCCC2)s1,2.2,8,1.5,0,-1.5,3.4,-5,-6,-2,-15,5
CCN(CC)c1nc(Nc2ccc([N+](=O)[O-])cc2)nc(N(CC)CC)n1,1.3,-1,2.3,-10,-1.2,-0.9,-6,-7,-2,-2,0
COC(=O)c1ccccc1C(=O)N1CC(O)CO1 (stereo unspecified),0.3,1,1.7,-1,0.4,0.0,-5,4,-4,-2,1
Cn1c2ccccc2c2c(C(=O)NCCCN3CCCC3=O)cn(C3CCCCC3)c(=O)c21,-0.1,1,-0.3,-21,-3.5,3.2,-14,-8,-4,15,2
C/C=C\C(=O)Nc1cccc(C2=NOC3(C2)C[C@@H](C(N)=O)N(C(=O)CC(c2ccccc2)c2ccccc2)C3)c1 (stereo partly specified),-0.2,-1,-2.3,1,0.3,2.5,0,-4,2,3,-1

# Arranged by value in PKA-R1A activ (smallest number first): some entries from above.
compound	PKA-R1A activ
COC(=O)c1ccccc1C(=O)N1CC(O)CO1 (stereo unspecified)	-5
O=C(CSc1ncc(-c2ccccc2)[nH]1)Nc1cccc(O)c1	1
COC(=O)c1ccccc1NC(=O)CCC(=O)N1CCSc2ccccc21	12

# (more compounds)
SMILES,AddAB inh,DAGLB inhibitor,E coli growth,Mot1-301 SUMO,CDK5 p35 inh,phage Ecoli inh,PKA-R1A activ,PKA-R2B activ,Tat transport,HTR5A inv ag,HTR5A ag ctr
O=C(N/C(=C\c1cccs1)C(=O)N1CCOCC1)c1ccco1,-0.8,0,-0.4,17,1.0,1.3,5,-4,-6,6,-2
Cc1ccc(C(=O)CSc2nc(C)cc(C)c2C(N)=O)cc1,-4.4,2,-2.1,-13,-0.3,-0.6,-12,2,-2,-3,1
COc1ccc(Nc2nc(N)nc(CSc3nncn3C)n2)cc1,0.3,-1,-0.2,5,0.5,-0.9,-9,-7,3,-20,8
Cc1ccc2[nH]cc(C(=O)CN3CCN(C)CC3)c2c1,0.1,-2,0.9,357,1.7,1.0,7,6,-1,9,-4
CCOC(=O)C1CCN(C(=O)CCC2CCCC2)CC1,1.8,-2,2.0,-1,-0.4,-0.9,4,-2,-1,-15,5
COc1ccc(N(C(C)=O)S(=O)(=O)c2cccc3cccnc23)cc1,4.0,4,1.6,-11,-0.6,1.9,-10,4,-2,-7,0
O=C(CCn1nc(-c2ccc(Cl)cc2)ccc1=O)N1CCOCC1,2.1,-1,-1.3,-9,-0.6,0.2,7,-10,-4,8,-3
O=C(c1cc(C2CC2)nn1-c1ccccc1)N1CCN(S(=O)(=O)c2c(F)cccc2F)CC1,-0.5,-3,-1.9,-2,1.2,1.3,-10,-3,-3,-17,-5
Cc1ccc(C)c(N2CCN(C(=O)CCCn3ncn4c(cc5occc54)c3=O)CC2)c1,3.1,-1,-0.9,1,0.5,-0.2,2,-8,6,9,-2
CCCCOc1ccc(NC(=O)CN2CCN(CC)CC2)cc1,.,-1,.,-6,-1.5,-0.2,-6,-8,-6,-56,4
COc1cc(C(=O)NCc2nnc(SCC(=O)N3CCCC3)o2)cc(OC)c1OC,3.9,-3,0.8,331,-0.9,-3.1,-2,-1,3,0,-1
COCCNC(=O)c1cc(-c2ccc(OC)c(OC)c2)on1,1.4,-1,0.6,.,0.2,2.1,10,-11,0,10,0
CCN1CCN(C(=O)CSc2cc(=O)n(C)c3ccccc23)CC1,4.5,1,1.8,7,2.4,2.5,-10,-6,-3,-8,3
Clc1ccc(OCCSc2ncccn2)c(Br)c1,-0.2,-12,-1.5,-4,0.4,0.8,-8,-5,-8,0,0
COc1ccc(NS(=O)(=O)c2ccc(N3CC(O)=C(c4ccccc4)C3=N)cc2)cc1,0.9,0,1.6,0,-1.3,1.5,-1,6,-3,-11,4
N#C/C=C1/NC(=O)c2ccccc2S1,-1.9,6,1.6,169,0.0,0.7,9,6,-8,-5,1
O=c1oc2ccccc2c(NC2CCCCC2)c1NS(=O)(=O)c1ccc(Br)cc1,4.2,-3,2.4,.,1.7,.,1,-8,10,-18,-1
CCCc1cc(=O)oc2c(CN3CCCC3)c(O)ccc12,0.6,1,-0.6,.,-1.4,0.9,-10,2,-4,9,1
CC(=O)c1cccc(NC(=S)NC2CCCCC2)c1,-0.2,4,-2.9,.,-3.1,1.0,7,5,-4,-4,2
CC(C)N(C(=O)[C@H]1CC(CC(=O)NCCc2ccccn2)C(=O)N2CCc3c([nH]c4ccccc34)[C@]12C)C(C)C (stereo partly specified),2.5,0,-1.1,-4,0.8,1.5,-1,-3,-2,2,-1
CCOC(=O)C1=C(CC)Nc2ccccc2N=C1NC(=O)Nc1ccc(Cl)c(Cl)c1,2.4,-3,3.9,8,-6.5,8.6,-13,-17,36,7,2
Cc1cc(Cl)ccc1OCC(=O)Nc1ccccc1CO,0.8,-1,-2.6,-29,0.0,1.7,-1,-5,-9,-4,0
CC(C)c1nnc(NC(=O)CC(C)c2ccccc2)s1 (stereo unspecified),2.8,2,0.1,12,-1.1,1.9,-3,1,-7,20,1
CC(C)n1ncc2c(C(=O)NCCc3ccc(S(N)(=O)=O)cc3)cc(C3CC3)nc21,.,3,.,.,0.1,0.9,-1,6,-9,-11,4
CCOC(=O)C1CCCN(c2oc(-c3ccc(OC)cc3)nc2C#N)C1 (stereo unspecified),-0.3,-9,0.2,15,-0.9,-0.4,-7,-10,-3,6,0
CCOc1ccc(S(=O)(=O)NN)cc1,-1.6,-5,-1.8,2,1.1,2.0,1,3,-1,-85,14*
COc1ccc(CN(C)S(=O)(=O)c2ccc3c(c2)OCCO3)cc1,-0.6,-11,-0.2,-8,0.2,-1.3,-5,2,-2,21,1
COc1cccc(CNC(=O)CCC(=O)N2CCOCC2)c1,1.9,-1,-0.2,-4,0.5,3.7,0,5,0,1,0
S=C(NCc1cccs1)Nc1ccccc1,0.6,-1,-0.4,-10,2.5,1.8,-4,-3,4,8,4
Cc1c(Cl)cccc1NC(=O)Cn1cc(C(F)(F)F)cc(Cl)c1=O,-0.7,-3,-3.9,-2,0.1,-0.3,10,-9,0,17,5
c1ccc(-c2nnc(OCC3CCCO3)c3ccccc23)cc1 (stereo unspecified),4.0,0,3.2,5,0.0,5.3,-1,12,-5,-5,2
CCOC(=O)c1cn2nc(SCc3ccccc3)nc2nc1C,-2.0,-12,0.2,-1,-0.8,-1.0,-12,4,9,14,4
COc1ccc(OCc2cn3c(C)cc(C)nc3n2)cc1,3.7,1,-1.4,2,1.3,2.4,-2,-7,1,-4,2
Cc1ccc(-c2nc(-c3ccccc3)no2)cc1,0.5,-11,0.1,-7,2.2,2.0,-8,-3,-2,-19,-2
CCN(CC(=O)Nc1ccccc1SC)Cc1nc2ccccc2c(=O)[nH]1,-2.0,3,-0.8,5,-0.3,0.1,-2,4,5,1,0
Cc1ccc(CSCCNC(=O)CSCc2ccc([N+](=O)[O-])cc2)cc1,0.6,-5,0.6,-5,0.0,2.3,-5,2,0,-1,-3
CCOC(=O)c1nnc(-c2cccs2)nc1NC(C)C,0.2,-5,-0.3,3,1.8,0.9,0,-10,-2,-6,2
Cc1ccc(Nc2nc(NCCO)c3ccccc3n2)cc1C,-4.6,1,-1.5,-3,1.2,1.8,-8,-12,-9,-26,7
CCOC(=O)CNC(=O)CSc1ncnc2c1cnn2-c1ccc(C)cc1,0.0,-2,-1.8,-13,-3.4,3.6,-4,-15,-8,0,-4
O=C(COC(=O)c1ccc(F)cc1F)NCCC1=CCCCC1,-0.1,-9,-0.7,27,-1.3,2.1,-10,-4,-4,-9,4
CC(=O)N1c2ccc(S(=O)(=O)N3CCCC(C(=O)NC4CCCC(C)C4C)C3)cc2CC1C (stereo unspecified),2.5,0,-0.2,-2,-0.2,2.4,-2,-2,1,7,-2
O=C(CSc1nnc(NC(=O)c2ccco2)s1)Nc1cccc(F)c1,9.5,1,3.0,19,-0.4,1.7,6,1,-6,-4,1
O=C(CN1CCCC1)Nc1cccc(Cl)c1,0.5,-2,0.6,-11,-0.1,5.1,0,0,1,-2,1
CCOC(=O)N1CCN(C(=O)CSc2nc3ccccc3c(=O)n2-c2ccccc2)CC1,-0.2,3,0.8,7,0.1,1.1,-2,3,-2,-9,1
COc1cc(C2NC(=O)NC(C)=C2C(=O)OC2CCCCC2)cc(Br)c1O (stereo unspecified),-1.9,3,-2.1,-2,-2.1,1.3,-17,-1,2,-24,5
O=C(COc1ccc(Br)cc1)Nc1nc(-c2cccnc2)cs1,0.2,2,1.3,-27,1.8,0.9,-13,-2,-2,-5,2
O=C1c2ccccc2C(=O)c2c(NCc3cccnc3)cccc21,-1.0,12,1.6,16,3.6,1.7,-2,3,6,2,-4
C[C@@H]1CCC(=O)N(CC[C@H](N=[N+]=[N-])c2ccccc2)CC1,4.3,-4,-0.3,-4,0.3,1.3,7,2,4,14,1
CC(C)(C)C(=O)N(Cc1ccc(Cl)cc1)Cc1cccnc1,-6.9,-1,-0.7,84,0.4,0.4,6,-14,-6,-14,3
CCS(=O)(=O)Nc1cccc(C2=NN(S(=O)(=O)c3ccccc3)C(c3ccco3)C2)c1 (stereo unspecified),1.3,1,0.3,-12,0.7,-0.5,0,-1,-5,-9,12
# More results follow:
SMILES,AddAB inh,DAGLB inhibitor,E coli growth,Mot1-301 SUMO,CDK5 p35 inh,phage Ecoli inh,PKA-R1A activ,PKA-R2B activ,Tat transport,HTR5A inv ag,HTR5A ag ctr
O=C(NCCc1ccc2c(c1)OCCO2)c1ccc(F)cc1,4.3,0,0.1,-16,0.0,1.2,6,-7,-11,12,4
CN(CC(=O)N1CCOCC1)S(=O)(=O)c1ccc2ccccc2c1,3.2,-2,-1.4,-13,-1.3,0.8,2,-3,-11,6,-2
CC(Cc1ccccc1)NC(=O)c1cc2ccccc2o1 (stereo unspecified),3.1,-4,-1.5,81,-0.3,1.8,12,0,5,-2,1
CC(C)(C)NC(=S)NC(=O)C12CC3CCC(CC(C3)C1)C2,1.0,-15,-3.2,15,.,5.0,-11,-5,3,17,3

# Compound activity deposited in PubChem BioAssay by several laboratories.
